# TbPYK inhibitor = qHTS of Trypanosoma Brucei Inhibitors; TbPYK enzyme, Kinase-Glo Plus ATP luminescence, 45 min; 410,000 compounds, 0.12% hits; pyruvate kinase (Trypanosoma brucei), Q57TT1; AID 624173, 2012; Potency, µM (highest dose often 76.8 µM), for the others: at the highest dose activity, negative = inhibition, actives largely listed as inhibitors; active means well fitted inhibition curve with a large enough effect; inconclusive means small, poorly fitted or top-dose-only effect; further: nearly all actives have a fitted effect of over 50% in size
#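 In this concentration-response screen, enzyme-free wells defined baseline while DMSO plates tracked drift. Each reaction combined TbPYK, substrate, compound and 130 uM ADP for 45 min at room temperature. Kinase-Glo Plus luminescence gave the signal.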
# The depositor's hits bear a star; ? = inconclusive. On the % scale 0 is the no-effect control and ±100 the full control effect; potency means the concentration at half of the fitted maximal effect.
Molecule | TbPYK inhibitor
Nc1[nH]c(C(=O)c2ccccc2)c(-c2ccccc2Br)c1C(=O)NCc1ccc(-c2ccccc2)cc1 | 2.6%
CC(=Nc1ccccc1)C1=C(O)C(Cc2ccc(F)cc2)NC1=O (stereo unspecified) | 6.9%
COCCNC(=O)C1CCCN(Cc2ccc(-c3ccccc3)cc2)CC1 (stereo unspecified) | -0.2%
Oc1ccccc1C1=NC(c2ccccc2)NC(c2ccccc2)C1 (stereo unspecified) | -8.0%
CCOC(=O)[C@]12CCCC=C1N(Cc1ccco1)C(=O)[C@H](CC(=O)N1CCN(C(=O)C3CC3)CC1)C2 | 0.3%
CCOc1ccccc1C=C1CCc2ccccc2C1=O | -12.4%
COC(=O)c1cn(Cc2ccc(F)cc2)c2ccccc12 | -2.7%
CC1(C(=O)NS(=O)(=O)c2ccc(C#N)cc2)CCN1C(=O)C1(c2ccccc2)CC1 (stereo unspecified) | -2.1%

# (more compounds)
Molecule | TbPYK inhibitor
C[C@@H]1CN([C@@H](C)CO)C(=O)CCCn2nncc2CO[C@@H]1CN(C)S(=O)(=O)c1ccc(F)cc1 | -9.1%
O=c1c(-c2ccc(F)c(F)c2)nc2cncnc2n1Cc1ccc(F)cc1 | -0.9%
COCC(=O)N1CCC(c2nc3ccccc3[nH]2)CC1 | -1.3%
COc1ccc(CN(C)C(=O)/C=C/[C@H]2O[C@@H](n3cc(C)c(=O)[nH]c3=O)C[C@@H]2O)cc1OC | 5.2%
CC1(C(=O)NS(=O)(=O)c2ccc(F)cc2F)CCN1C(=O)c1cccc(F)c1 (stereo unspecified) | 1.8%
CC1(C(=O)Nc2ccccc2Cc2ccccc2)CCN1Cc1ccccc1Cl (stereo unspecified) | 2.6%
CC(=O)Nc1cccc(-c2cc3nc(NCc4cccnc4)n(C)c(=O)c3s2)c1 | 2.4%
COC(=O)[C@@]1(Cc2ccc(F)cc2)[C@H]2c3cc(C(=O)N4CCCC4)n(CC4CC4)c3C[C@H]2CN1C(=O)c1ccccc1 | 0.7%

# New compounds follow
Molecule | TbPYK inhibitor
COc1ccc(-c2cnc3c(NC=O)cc(-c4ccc(S(C)(=O)=O)cc4)cn23)cc1OC | -4.9%
CC1(C(=O)NS(=O)(=O)c2ccc3c(c2)CCO3)CCN1C(=O)CCC1CCCC1 (stereo unspecified) | 4.5%
CCc1nc2ccc(C(=O)N(C)C(C)C)cn2c1N(CCC(C)C)CCN(C)C | -0.7%
CCC1=NN(C(=O)c2ccccc2[N+](=O)[O-])C(O)(c2ccccc2)C1 (stereo unspecified) | -3.6%
CC1(C(=O)NS(=O)(=O)c2ccc3ccccc3c2)CCN1C(=O)CC1CCCCC1 (stereo unspecified) | -0.9%
COc1ccc(CN2CCC2(C)C(=O)Nc2cccc(NS(C)(=O)=O)c2)c2ccccc12 (stereo unspecified) | -1.4%
CC1=C(C(=O)N(C)C)CC(CC(=O)NCC2CCCCC2)C(=O)N1Cc1ccc(C(C)(C)C)cc1 (stereo unspecified) | 4.9%
CN[C@H]1C[C@@H](N)[C@H](O)[C@@H](O[C@@H]2O[C@H](CO)[C@H](O)[C@@H]3O[C@]4(O[C@@H]23)O[C@H]([C@@H](N)CO)[C@H](O)[C@@H](O)[C@H]4O)[C@@H]1O | 6.2%

# Already shown: entries from further up.
Molecule | TbPYK inhibitor
COc1ccc(-c2cnc3c(NC=O)cc(-c4ccc(S(C)(=O)=O)cc4)cn23)cc1OC | -4.9%
CC1(C(=O)NS(=O)(=O)c2ccc3c(c2)CCO3)CCN1C(=O)CCC1CCCC1 (stereo unspecified) | 4.5%

# Further records.
Molecule | TbPYK inhibitor
CN(Cc1ccccc1)C(=O)[C@@H]1CCCN1C(=O)[C@@H]1CCCN1C(=O)c1c(F)cccc1F | 1.0%
O=C(O)C(=Cc1ccccc1[N+](=O)[O-])c1ccc2c(c1)OCO2 | 0.7%
COC(=O)C1CCN(C2CN(Cc3ccc(F)cc3)S(=O)(=O)C2)CC1 (stereo unspecified) | -5.7%
CCCNC(=O)C1(C)CCN(Cc2ccc(C(=O)OCC)cc2)C1 (stereo unspecified) | -3.2%
CC(O)(c1ccccc1)c1nc(-c2cccc(C(F)(F)F)c2)cs1 (stereo unspecified) | -1.7%
Cc1cc(OCCCN2CCC(C(O)(c3ccccc3)c3ccccc3)CC2)ccc1Br | 7.9%
CC1=C(C(=O)N(C)C)CC(CC(=O)NCc2cccs2)C(=O)N1Cc1ccccc1 (stereo unspecified) | 3.3%
COc1ccc(OCC(=O)N2CCN(S(=O)(=O)c3ccc4c(c3)OCCO4)CC2)cc1 | -2.5%

# Later entries:
Molecule | TbPYK inhibitor
C/C(=C(/CCOC(=O)c1ccccc1)SS/C(CCOC(=O)c1ccccc1)=C(\C)N(C=O)Cc1cnc(C)nc1N)N(C=O)Cc1cnc(C)nc1N | -9.6%
NC(=NCc1ccccc1)NN=Cc1ccnc2ccccc12 | -19.0%
C[C@H](CO)N1C[C@H](C)[C@H](CN(C)S(=O)(=O)c2ccc(Cl)cc2)OCc2ccccc2-c2c(n(C)c3ccccc23)C1=O | -14.4%
CC1=C(C(=O)N(C)C)CC(CC(=O)NCc2cccs2)C(=O)N1Cc1ccc(F)cc1 (stereo unspecified) | -3.7%
Cc1cn([C@H]2C[C@H](O)[C@@H](CNC(=O)[C@H]3CCC(=O)N3)O2)c(=O)[nH]c1=O | 1.9%
C=CCNc1ncnc2c1ncn2[C@H]1CN(C2CCCC2)C[C@@H](CO)O1 | 0.6%
COC(=O)Cn1c(C(=O)N2CCCC2)cc2c1C[C@H]1CN(C(=O)c3ccccc3)[C@@](Cc3ccc(OC)cc3)(C(=O)OC)[C@@H]21 | 3.9%
COc1ccccc1-c1noc2c1C(=O)N(Cc1cn(Cc3ccccc3)nn1)CC2 | -8.8%

# Continuation:
Molecule | TbPYK inhibitor
Cc1noc(C)c1C(=O)N1CCCC(C)(C(=O)NS(=O)(=O)C2CC2)C1 (stereo unspecified) | -0.8%
Cc1ccc(OCCSc2nc3ccccc3n2CCC(=O)O)c(C(C)C)c1 | 4.7%
COCCNc1nc(NCc2cccc(OC)c2)c2sc(-c3ccccc3)cc2n1 | 0.2%
COc1ccc(OC)c(CC(=O)Nc2ccc3c(c2)c(=O)n(C)n3Cc2cccc(C(F)(F)F)c2)c1 | -1.6%
COc1cc(OC)nc(Nc2nc(C(C)N)cs2)n1 (stereo unspecified) | -1.7%
Cc1noc(-c2ccccc2)c1NC(=O)Nc1ccc2nc([C@H]3C[C@H](O)[C@@H](CO)O3)[nH]c2c1 | 1.4%
CC(C)c1cc(Cn2c3ccccc3c(=O)n2C(C)C)on1 | 5.3%
CC(C)Cc1ccc(CN2C(C(C)C)C(=O)N(Cc3cn(CCC4OCCO4)nn3)CCS2(=O)=O)cc1 (stereo unspecified) | -2.9%

# Additional structures follow:
Molecule | TbPYK inhibitor
C[C@H](CO)N1C[C@H](C)[C@@H](CN(C)CC2CCOCC2)Oc2cc(C#Cc3ccccc3F)ccc2S1(=O)=O | 8.7%
CC(=O)Nc1cccc(-c2ccnc3c2CC(C)(C(=O)NCCc2ccccc2)O3)c1 (stereo unspecified) | -4.6%
COc1ccc(S(=O)(=O)N2CCCCC2c2cc(C(=O)NC(C)C)no2)cc1 (stereo unspecified) | 0.4%
CC1Cc2ccccc2N1C(=O)CN1CCN(S(=O)(=O)c2ccc3c(c2)OCCCO3)CC1 (stereo unspecified) | -1.8%
O=C(c1csnn1)N1CCC2(CCCN(c3ccc(-c4ccccc4)cc3)C2)CC1 | 0.0%
CC1(c2nnnn2-c2ccc3c(c2)OCCO3)CCC(=O)N1CCCN1CCOCC1 (stereo unspecified) | -3.8%
CC1(Cc2cccc(C#N)c2)C(=O)Nc2c(Cl)cccc21 (stereo unspecified) | -1.7%
CC(C)(C)OC(=O)N1CCC(NC(=O)c2[nH]cnc2C(=O)Nc2ccccc2F)CC1 | -3.5%

# Four of these compounds in a different format:
> C[C@H](CO)N1C[C@H](C)[C@@H](CN(C)CC2CCOCC2)Oc2cc(C#Cc3ccccc3F)ccc2S1(=O)=O
  TbPYK inhibitor = 8.7%
> CCOC(=O)[C@]12CCCC=C1N(Cc1ccco1)C(=O)[C@H](CC(=O)N1CCN(C(=O)C3CC3)CC1)C2
  TbPYK inhibitor = 0.3%
> CC(=Nc1ccccc1)C1=C(O)C(Cc2ccc(F)cc2)NC1=O (stereo unspecified)
  TbPYK inhibitor = 6.9%
> CC1(c2nnnn2-c2ccc3c(c2)OCCO3)CCC(=O)N1CCCN1CCOCC1 (stereo unspecified)
  TbPYK inhibitor = -3.8%

# Continued.
Molecule | TbPYK inhibitor
COc1ccc(NC(=O)C[C@H]2C(=O)N(CCc3ccccc3)C[C@@H]2CSC)cc1 | -3.3%
COc1cccc(C(C)=NNc2ccc([N+](=O)[O-])cc2[N+](=O)[O-])c1OC | -12.9%
OCc1ccccc1-c1nc(NCc2ccccc2)nc2ccsc12 | ?
CSC(=NS(=O)(=O)c1ccccc1)NNC(=O)c1c(-c2c(Cl)cccc2Cl)noc1C | 4.7%
Cc1ccc(S(=O)(=O)Nc2ccc3c(c2)C(=O)N([C@@H](C)CO)C[C@@H](C)[C@@H](CN(C)S(=O)(=O)c2ccccc2)OCCCC[C@H](C)O3)cc1 | 2.5%
COC(=O)[C@]12CCCCC=C1N(Cc1ccccc1)C(=O)[C@H](CC(=O)NCCC(C)C)C2 | -1.5%
CCc1nc2ccc(C(=O)NCCCN(C)C)cn2c1N(C)CCCc1ccccc1 | -2.3%
Nc1ccc(C(=O)c2ccc3c(c2)OCCO3)cc1N | -1.1%

# (more compounds)
Molecule | TbPYK inhibitor
COc1ccccc1CN1CCC2(CC1)CCN(C(=O)c1ccncc1)CC2 | -0.8%
C#CCN(C[C@H]1[C@H](OC(=O)NCc2ccccc2)[C@H](OC(=O)NCc2ccccc2)C[C@H]2C(=O)N(c3ccccc3)C(=O)[C@@H]12)S(=O)(=O)c1ccc(C)cc1 | 0.4%
Cc1cc2nc(C3CCCCC3)c(CC(C)(C)C)n2c(C)c1Br | 11.2%
CCOC(=O)C1(C)CCN1C(=O)c1ccc(C#N)cc1 (stereo unspecified) | -9.3%
CC(C)CN1CCC2(CC1)CCN(C(=O)c1cnccn1)CC2 | -5.3%
O=C(NCc1ccncc1)[C@@H]1CCCN1C(=O)[C@@H]1CCCN1C(=O)c1ccccc1Cl | 0.9%
Cn1cnc(S(=O)(=O)N2CCCCC2c2cc(C(=O)NCc3ccc(Cl)c(Cl)c3)no2)c1 (stereo unspecified) | 5.6%
C[C@H]1CNC(=O)c2c(C(=O)Nc3cccc(Cl)c3)ncn21 | 3.4%

# Next results.
Molecule | TbPYK inhibitor
COCCNC(=O)c1cc2c(c(-c3cccc(-c4cc5ccccc5o4)c3)n1)[C@H](CCO)N(S(=O)C(C)(C)C)C2 (stereo partly specified) | 0.4%
CC(C)(C)n1nnnc1C(c1ccccc1)N1CCN(c2c(Cl)cncc2Cl)CC1 (stereo unspecified) | 1.1%
CCOC(=O)[C@]12CCC=C1N(CCC1=CCCCC1)C(=O)[C@H](CC(=O)N1CCCCC1)C2 | 1.9%
O=[N+]([O-])c1ccc(Nc2ccccc2O)c([N+](=O)[O-])c1 | -0.9%
COC(=O)N(C)C[C@H]1OCc2cnnn2CCCC(=O)N([C@@H](C)CO)C[C@@H]1C | 8.5%
O=[N+]([O-])c1ccc(S(=O)(=O)Nc2ccc(-c3ccccc3)cc2)cc1 | -2.9%
Cc1ccccc1[C@H](NC1c2ccccc2C=Cc2ccccc21)P(=O)(c1ccccc1)c1ccccc1 | -1.1%
CCC(c1nnnn1C1CCCCC1)N1CCC2(CC1)C(=O)NCN2c1ccccc1 (stereo unspecified) | -8.1%

# The results go on:
Molecule | TbPYK inhibitor
COC(=O)N1CCC2(CC1)CN(C(=O)Nc1ccc(OC)cc1)C2 | 1.4%
COc1cccc(N2CCN(C(=O)c3ccc(OC)c(S(=O)(=O)NC4CC4)c3)CC2)c1 | 2.0%
COc1ccc(NC(=S)N2Cc3ccccc3-n3nncc3C2)c(OC)c1 | -1.5%
C/C(=N\NC(=O)C1CCCC1)c1ccc(NC(=O)C(F)(F)F)cc1 | -12.8%
CCCNC(=O)Cn1nc(-c2ccccc2OC)ccc1=O | -1.4%
Cc1ccccc1-c1csc(C(C)(O)c2ccccc2)n1 (stereo unspecified) | 2.1%
COCC(=O)N1CCC[C@@]2(CCN(Cc3cc(C(F)(F)F)cc(C(F)(F)F)c3)C2)C1 | 1.0%
COc1ccc(-n2c(=O)c(C)nc3cnc(N(C)C)nc32)cc1 | -3.3%

# The list continues:
Molecule | TbPYK inhibitor
COC(=O)N1CCCCC1c1cc(C(=O)NCc2ccc(Cl)c(Cl)c2)no1 (stereo unspecified) | -7.1%
COc1cccc(-c2cc(NC=O)c3ncc(-c4cccc(C(=O)N(C)C)c4)n3c2)c1 | -8.8%
O=C(c1csnn1)N1CCC[C@@]2(CCN(c3ncccn3)C2)C1 | 0.3%
O=C(CSc1ncn[nH]1)Nc1nc2c(F)c(F)c(F)cc2s1 | 0.6%
CC(C)(C(=O)N1CCC1(C)C(=O)NS(=O)(=O)c1ccccc1Cl)c1ccccc1 (stereo unspecified) | 1.4%
C[C@@H]1CCCCO[C@H](CN(C)Cc2ccc(Cl)c(Cl)c2)[C@H](C)CN([C@@H](C)CO)C(=O)c2cc(NC(=O)Nc3ccc(F)cc3)ccc2O1 | 1.8%
COc1ccc(C(=O)N2CCC3(CC2)CCN(c2ccccc2)CC3)cc1 | 4.9%
Cc1ccc(S(=O)(=O)N2CCOCC2)cc1C(=O)OCC(=O)Nc1ccc(Cl)cn1 | 0.2%

# Later entries
Molecule | TbPYK inhibitor
O=C(Oc1ccccc1)N1CCC2(CC1)CCN(c1cccc(-c3ccccc3)c1)CC2 | -8.2%
COc1ccc(Cl)c(-c2cc(C(=O)NC(C)C)[nH]n2)c1 | -1.8%
CCOC(=O)C1=CCN(S(=O)(=O)c2ccc(Br)cc2)C1c1ccc(C)cc1 (stereo unspecified) | -10.7%
COc1ccc(-c2cnc3c(NC=O)cc(-c4ccc(C(=O)N5CCOCC5)cc4)cn23)cc1OC | -9.6%
O=c1cnc2cnc(N3CCOCC3)nc2n1C[C@H]1CCCO1 | -5.6%

# The list is partial, so the mix of outcomes need not match the whole.
